Screens: PubChem BioAssay, several laboratories
TWEAK-Fn14 inh – TWEAK-Fn14 signaling inhibition. TWEAK-stimulated Fn14 reporter cells, luciferase luminescence, 8 h. inhibition, % at 10 µM. hit rate 2% among 360,000; in the data active = inhibition above about 50%
Peg3 prom inh – Peg3 promoter activity inhibition; hit rate 1.7% among 360,000; HeLa PEG-Prom luciferase reporter, luminescence, overnight; inhibition, % at 20 µM;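 active = inhibition of at least 50% at 20 µM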
CF NFkB inh – cystic fibrosis NF-kB activation inhibition. KKLEB NF-kB-GFP reporter, PAF-induced, GFP fluorescence overnight. hit rate 0.86% among 360,000. AID 588850. inhibition, % at 5 µM;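 active = at least 50% inhibition at 5 µM, scaled per plate between neutral and stimulator controls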;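 also: PAF is a Pseudomonas aeruginosa culture filtrate used as stimulus; plate controls were PAF-stimulated DMSO wells for no effect and unstimulated DMSO wells for full effect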
aDG glyco act – alpha-DG glycosylation activation | activation, % at 10 µM | hit rate 0.22% among 360,000 | Pro5-aDG cells, alpha-DG glycosylation AlphaScreen (IIH6); 0% Pro5, 100% B10-LARGE cell signal | AID 624168;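 active = activation of at least 8% versus controls, or a plate z-score of at least 8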;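 also: Pro5 are CHO cells carrying HIG-tagged alpha-DG that lacks glycosylation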
NR2E3 ag-1 – agonists of human nuclear receptor NR2E3. Q9Y5X4. GST-NR2E3/biotin-RetCOR TR-FRET, 1536-well. inhibition of corepressor binding, % at 4.78 µM. hit rate 0.12% among 320,000. AID 2300;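 active = percent inhibition above the cutoff of mean plus 3 SD of all tested compounds, set per screening campaign, cut at about 20% in these data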;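 also: 0% = DMSO wells and 100% = biotin wells as full block of FRET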
Target sequence (Q9Y5X4 whole entry, looked up): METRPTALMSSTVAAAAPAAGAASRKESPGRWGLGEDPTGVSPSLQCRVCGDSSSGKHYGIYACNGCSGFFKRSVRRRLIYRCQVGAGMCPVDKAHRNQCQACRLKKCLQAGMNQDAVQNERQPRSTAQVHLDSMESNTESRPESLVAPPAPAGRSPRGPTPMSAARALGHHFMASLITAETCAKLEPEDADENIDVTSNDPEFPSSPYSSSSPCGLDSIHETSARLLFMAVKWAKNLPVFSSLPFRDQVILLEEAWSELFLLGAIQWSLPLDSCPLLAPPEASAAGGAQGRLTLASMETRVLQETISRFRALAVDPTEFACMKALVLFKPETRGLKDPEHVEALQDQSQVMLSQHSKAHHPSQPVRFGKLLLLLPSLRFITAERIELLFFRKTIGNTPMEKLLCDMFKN
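Format: 1536-well format; test system: GST-NR2E3 and biotin-RetCOR proteins; read-out basis: percent inhibition of TR-FRET ratio; timing: 5 h incubation at 4 °C; detection: time-resolved FRET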
Shn3 inh set2 – Schnurri-3 reporter inhibition in Clone20 osteoblasts; inhibition, % at 12.5 µM; hit rate 0.52% among 360,000; Clone20 osteoblast Shn3 3'UTR firefly luciferase, 24 h;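 active = mean inhibition of at least 75% with every replicate also reaching 75%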;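 also: 0% = median of neutral control wells and 100% = pilot-screen positive control compound; some compounds past the cut are filed as inactive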
iPSC survival up – enhancers of human iPSC single-cell survival | hit rate 0.044% among 360,000 | hiPSC single-cell survival, ATPlite luminescence; 100% = ROCK inhibitor wells, 0% = DMSO | survival enhancement, % at 20 µM; in the data active = survival enhancement above about 18%;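 also: cells exposed to compounds for 16 hours before the ATP read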
HIF-2a inh – blocks HIF-2a reporter activity. hit rate 0.72% among 360,000. AID 624352. 786-0 RCC cells HIF-2a reporter, luciferase luminescence, overnight. inhibition, % at 18.8 µM;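 active = inhibition of the luminescence signal of 40% or more relative to plate controls, in a single-dose primary screen at 18.75 µM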
NR2E3 ag-2 – human photoreceptor-specific nuclear receptor agonism; AID 602229; CHO-S Gal4-NCOR/VP16-NR2E3 two-hybrid, luciferase; hit rate 0.35% among 360,000; inhibition of corepressor binding, % at 3.98 µM;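 active = inhibition above the mean of all tested compounds plus 3 SD, cut at about 70% in these data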;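 also: 0% = DMSO with NR2E3 transfected cells and 100% = cells lacking NR2E3 construct; higher means lower luciferase signal from less NR2E3 corepressor binding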
MITF TRPM1 inh – reduces MITF-dependent TRPM1 promoter luciferase signal. inhibition, % at 12.5 µM. hit rate 0.83% among 330,000. SK-MEL-5 TRPM1 promoter luciferase, 24 h;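 active = mean inhibition across replicates of 60% or more, whatever share of single replicates reaches that level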; also: values of inactives mirror those of a sister screen read the other way
KKLEB tox – CF airway cell cytotoxicity counter-screen; KKLEB CF airway cells viability, ATPlite luminescence, overnight; stronger effect = lower value; cells stimulated with P. aeruginosa culture filtrate; hit rate 0.36% among 360,000; activity change (cytotoxicity), % at 5 µM; AID 602141;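 active = corrected activity change at or below -50% at 5 µM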
* hit, by the source's call; . = not tested or not shown; & = joins results of further samples.

Start of the listing, in advance (seven entries):
molecule	TWEAK-Fn14 inh	Peg3 prom inh	CF NFkB inh	aDG glyco act	NR2E3 ag-1	Shn3 inh set2	iPSC survival up	HIF-2a inh	NR2E3 ag-2	MITF TRPM1 inh	KKLEB tox
O=C1NC[C@@H](CCCCN2C[C@H](Cc3ccccc3)N(CCC3CCCCC3)C(=O)C2=O)N(CC2CCCCC2)C1=O	6	.	.	1.6	.	.	3.0	6	8	.	.
Cc1csc(=N)n1-c1ccc(Cl)cc1	-8	-235	-6	0.0	0	-49	5.6	-249	-109	-100	6
NC(=O)C1CCCN(Cc2c(C(=O)N3CCc4ccccc4C3)nc3ccc(Cl)cn23)C1 (stereo not drawn)	14	8	-24	0.1	1	-7	-0.1	14	-13	3	-8
CCCCNC(=S)N1CCN(C(c2ccccc2)c2ccccc2)CC1	27	6	4	0.7	-1	1	-0.6	24	-3	-2	-5
CC(C)(C)c1ccc(C(=O)NNc2cc(N3CCOCC3)nc(N3CCOCC3)n2)cc1	16	16	10	0.2	-2	3	1.3	16	1	0	-6
COc1ccc(CNC(=O)COC(=O)Cc2ccc(Cl)cc2Cl)cc1	-3	16	-4	-0.1	-1	-4	-2.0	15	-1	1	-2
COc1ccc2c(c1)[C@H]1[C@H](CO2)[C@H](c2ccccc2)[C@]2(C)C(=O)Nc3ccc(F)cc3C(=O)N12	13	13	11	0.0	.	12	6.3	8	-2	11	-23

The listing, previewed entries included:
molecule	TWEAK-Fn14 inh	Peg3 prom inh	CF NFkB inh	aDG glyco act	NR2E3 ag-1	Shn3 inh set2	iPSC survival up	HIF-2a inh	NR2E3 ag-2	MITF TRPM1 inh	KKLEB tox
O=C1NC[C@@H](CCCCN2C[C@H](Cc3ccccc3)N(CCC3CCCCC3)C(=O)C2=O)N(CC2CCCCC2)C1=O	6	.	.	1.6	.	.	3.0	6	8	.	.
Cc1csc(=N)n1-c1ccc(Cl)cc1	-8	-235	-6	0.0	0	-49	5.6	-249	-109	-100	6
NC(=O)C1CCCN(Cc2c(C(=O)N3CCc4ccccc4C3)nc3ccc(Cl)cn23)C1 (stereo not drawn)	14	8	-24	0.1	1	-7	-0.1	14	-13	3	-8
CCCCNC(=S)N1CCN(C(c2ccccc2)c2ccccc2)CC1	27	6	4	0.7	-1	1	-0.6	24	-3	-2	-5
CC(C)(C)c1ccc(C(=O)NNc2cc(N3CCOCC3)nc(N3CCOCC3)n2)cc1	16	16	10	0.2	-2	3	1.3	16	1	0	-6
COc1ccc(CNC(=O)COC(=O)Cc2ccc(Cl)cc2Cl)cc1	-3	16	-4	-0.1	-1	-4	-2.0	15	-1	1	-2
COc1ccc2c(c1)[C@H]1[C@H](CO2)[C@H](c2ccccc2)[C@]2(C)C(=O)Nc3ccc(F)cc3C(=O)N12	13	13	11	0.0	.	12	6.3	8	-2	11	-23
Cc1ccc(C)c(S(=O)(=O)N2CCCOC2CNC(=O)C(=O)NC2CC2)c1 (stereo not drawn)	-3	8	11	-0.2	3	5	0.2	13	3	-9	13
CCc1ccccc1NC(=O)CSc1nnc([C@@H]2CCCN2C(=O)OC(C)(C)C)o1	-55	5	-1	-0.1	-2	-5	-1.1	14	3	2	7
COc1ccc2c(c1)N(S(=O)(=O)c1ccccc1)CCC2=O	2	-8	3	-0.2	-2	-13	1.1	16	-20	-1	-4
CCNC(=O)NC(=O)COc1ccccc1C#N	-8	-200	-1	-0.1	3	-38	-1.5	-154	-88	-93	8
Cc1nc(Nc2ccccc2)c2oc3ccc(Cl)cc3c2n1	-32	-86	-8	0.2	-1	-9	-0.2	-130	-124	-31	-5
COc1cc(OC)c(OC)cc1CN1CCN(Cc2ccc(SC)cc2)CC1	-8	25	-9	0.9	4	1	-1.1	16	-19	-1	-5
O=C(CSc1nc2ccccc2c(=O)[nH]1)N1CCCCCC1	-6	-12	-16	0.1	3	.	-0.2	-61	-23	1	-1
COC(=O)c1cc(NC(=O)CSc2nc(C)cc(=O)[nH]2)cc(C(=O)OC)c1	5	17	-4	-0.2	2	-4	-0.5	2	14	0	8
CCOC(=O)C1CCN(C(=O)C(=O)N2CCC(C(=O)OCC)CC2)CC1	8	15	5	0.3	-2	3	-0.1	-5	12	4	10
O=C(c1cn(-c2ccccc2)nc1-c1ccccc1)n1nnc2ccccc21	12	30	32	-0.2	2	35	-1.8	12	-27	13	-10
COc1ccc(C(=O)NCC(=O)OCC(=O)Nc2c(C)n(C)n(-c3ccccc3)c2=O)cc1	18	11	-5	-0.2	2	-14	-0.5	9	2	3	-6
CCOC(=O)C1(C)CCN1C(=O)Cc1ccc(OC)cc1 (stereo not drawn)	6	-4	-14	0.3	.	-3	1.9	5	-27	.	1
COc1ccccc1N(C)S(=O)(=O)c1ccc(C(=O)OCC(N)=O)cc1	14	-5	-1	-0.2	-1	0	2.2	14	7	-23	-8
Oc1ccccc1N1CCN(CC(O)COCc2ccccc2Cl)CC1 (stereo not drawn)	0	19	9	0.3	5	3	0.8	21	13	10	11
Cc1cc(NC(=O)c2cc(-c3cccs3)on2)no1	-91	-8	-27	-0.1	3	4	-1.3	-92	-28	-20	3
CCC1Oc2ccccc2N(CC(=O)N2CCOCC2)C1=O (stereo not drawn)	24	2	-12	-0.1	3	-5	-0.1	4	2	-2	0
CCOC(=O)C1CCN(Cc2cnc(Oc3ccc(C(C)(C)C)cc3)s2)CC1	1	14	11	1.2	-3	48	-1.6	8	-8	-3	-2
O=C(Cn1cc([N+](=O)[O-])cn1)NCCc1nc2ccccc2[nH]1	1	0	2	0.0	2	-14	0.3	13	-8	13	3
O=C(CN1C(=O)CC(c2ccccc2)S(=O)(=O)c2ccccc21)NC1CCCC1 (stereo not drawn)	-5	20	-3	0.1	-2	-29	-0.3	23	4	0	1
CC(=O)C1=C(O)C(=O)N(Cc2ccco2)C1c1ccc2c(c1)OCO2 (stereo not drawn)	-9	2	0	-0.1	1	16	18	3	8	5	-21
Cc1ccc2c(CC(=O)NNC(=O)c3ccccc3O)coc2c1	-20	2	-11	0.3	2	8	0.1	-10	18	2	1
NC(=O)CCS(=O)(=O)c1ccccc1	9	-6	1	0.0	-1	0	5.2	10	-3	-11	2
CC1(C(=O)NS(=O)(=O)c2ccc(Cl)cc2)CCN1C(=O)CC1CC1 (stereo not drawn)	1	-6	12	-0.4	.	-9	4.4	7	22	.	-8
Cc1ccc(C(=O)Nc2nc(=O)[nH]s2)cc1	-3&-3	-15&8	-23&1	0.5&-1.2	0&3	-2&-4	1.4&-1.0	1&-1	7&-31	-14&-2	23&2
COc1cccc(CNC(=O)c2ccc(N3CCOCC3)c([N+](=O)[O-])c2)c1	30	-2	10	0.1	0	0	-0.4	12	-20	-3	-10
O=S(=O)(NCc1nnc2c(C(F)(F)F)cc(Cl)cn12)c1ccccc1	13	8	0	0.1	1	0	0.8	-5	-13	8	-12
Cn1nc(C(C)(C)C)cc1C(=O)N1CCCC(C)(C(=O)NS(=O)(=O)C2CC2)C1 (stereo not drawn)	-1	-4	-12	-0.2	.	-23	-1.5	11	-12	.	2
CSc1ccccc1NC(=O)c1noc2c1CCC2	5	-100	-16	-0.1	5	-52	-2.4	-172	-48	-20	24
O=C(NCCCc1ccncc1)C1CCC(=O)N(Cc2cccc(C(F)(F)F)c2)C1 (stereo not drawn)	1	12	-19	-0.1	.	-7	0.0	9	-29	-7	0
O=C(O)c1ccc(-c2ccccc2C(F)(F)F)o1	-10	-25	-1	-0.2	3	-7	1.0	6	14	5	12
Cc1nc2ccccc2c(=O)n1N(c1ccccc1)c1ccccc1	-1	16	-22	-0.1	-2	14	-0.1	14	-14	-9	-7
c1ccc(-c2[nH]ncc2-c2nc3ccccc3[nH]2)cc1	-1	-2	3	0.3	2	-19	-1.8	-2	0	-6	-3
NC(=O)CSc1nc(-c2ccccc2Cl)ns1	-25	-202	2	0.4	1	-9	-2.3	-146	-17	-42	3
COc1ccc(NC(=O)c2sc(NC(=O)C3CC3)nc2C)cc1	14	14	14	-0.1	-1	-15	0.3	14	-16	-1	-10
CC(=O)Nc1cc(NC(C)=O)cc(C(=O)OCC(=O)N(c2ccccc2)C2CCS(=O)(=O)C2)c1 (stereo not drawn)	0	-16	18	0.4	4	3	0.5	-3	-9	-2	-6
CCn1c(COc2ccccc2)nnc1SCC(=O)NC1CC1	4	1	-7	-0.1	1	8	0.1	-4	0	-2	19
Cc1ccc(N2C(=O)CC(Cn3nc(C)cc3C)C2=O)cc1 (stereo not drawn)	-13	16	-11	0.1	0	-12	0.3	24	-4	-1	2
Cc1ccc2c(c1)c1nc3ccccc3nc1n2C	-9	-144	-66	-0.1	4	-114	-0.8	-183	-110	-22	3
Cc1nn2c(nc1=O)NNC2(C)C(C)(C)C (stereo not drawn)	11	3	-16	0.0	-4	5	-0.7	13	-11	2	10
CN(CC(=O)NCc1ccc(Cl)cc1)S(=O)(=O)c1cccs1	39	-18	-4	-0.1	7	-15	-0.4	-15	-20	0	-1
O=C(CCNc1n[nH]c(=O)[nH]c1=O)N/N=C/c1ccc(Cl)cc1	-4	-6	-3	-0.3	1	-2	-2.6	1	-6	-22	4
Nc1nnc(CCCCc2cccs2)o1	10	-3	7	0.0	.	2	-1.1	-1	-27	10	3

Outcome played no part in choosing rows. Share with any hit: about 4.4%.
